Bioassay records: PubChem, several laboratories
LMPTP block = LMPTP phosphatase inhibitors, primary screen, biochemical, fluorescence intensity, uHTS; Low molecular weight phosphotyrosine protein phosphatase (Homo sapiens), P24666; recombinant LMPTP-A, OMFP fluorogenic substrate; inhibition, % at 20 µM; 0.22% of 360,000 active;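 active = compounds that cut the enzyme signal by at least half of the control window in the single-dose screen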;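 also: plate controls were DMSO wells with enzyme plus substrate for no effect and substrate without enzyme for full effect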
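Test system: LMPTP-A, protein tyrosine phosphatase of low molecular weight; Input: 0.625 nM enzyme; Incubation: 50 min dark incubation at room temperature; Signal: endpoint fluorescence intensity from OMFP dephosphorylation; Read-out basis: % inhibition versus control wells.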
STEP inh = STEP phosphatase inhibitors, primary screen, biochemical, fluorescence intensity, uHTS; Tyrosine-protein phosphatase non-receptor type 5 (Homo sapiens), P54829; recombinant STEP, OMFP fluorogenic substrate; inhibition, % at 20 µM; 0.25% of 360,000 active; AID 588621, 2011;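 active = inhibition at 20 µM, scaled per plate between control wells, above about 37%, limit read from the data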;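 also: 0% = DMSO with enzyme and substrate and 100% = substrate only without enzyme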
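material = STEP tyrosine phosphatase | reagent = fluorogenic phosphatase substrate OMFP at 25 µM final | doses = single compound dose of 20 µM, 1% DMSO final | schedule = 20 min reaction, room temperature, in the dark | measured by = fluorescence, 480/540 nm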
Rpn11 block = Rpn11 (PSMD14) deubiquitinase inhibitors, primary screen, biochemical, fluorescence polarization, uHTS | AID 588493, 2011 | 0.59% of 360,000 active | calls only at 20 µM | human 26S proteasome, Ub4-pepOG fluorescence polarization; 20S core pre-blocked with epoxomicin;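 active = inhibition at 20 µM, scaled to each plate's controls, above about 33%, limit read from the data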
Tb MetRS inh = T. brucei MetRS inhibitors, primary screen, biochemical, luminescence | methionyl-tRNA synthetase (Trypanosoma brucei brucei) | purified T. brucei MetRS, ATP depletion, Kinase-Glo luminescence | inhibition, % at 11.9 µM | 0.4% of 360,000 active | AID 624268, 2012;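 active = inhibition above a per-plate cutoff of the control wells' mean inhibition plus 3 SD, cut at about 5.5% in these data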;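 also: 0% = DMSO wells median and 100% = median of wells with control inhibitor compound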
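assay system = parasite MetRS enzyme | timing = 15 min preincubation, 2 h reaction, all 25 °C | evaluation = percent inhibition relative to median high and low control wells | medium = HEPES buffer containing pyrophosphatase, BSA, spermine, DTT | compound = single dose, 11.9 µM final nominal, 0.9% final DMSO | detection = Kinase-Glo luminescence, ATP depletion format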
NadD block = inhibitors of S. aureus NadD, primary screen, biochemical, colorimetric, uHTS. Nicotinate-nucleotide adenylyltransferase NadD (Staphylococcus aureus N315). purified NadD enzyme, colorimetric absorbance read-out. inhibition, % at 20 µM. 0.78% of 360,000 active; in the data active = inhibition above about 26%; also: some compounds past the cut are filed as inactive
CSN deneddyl inh = inhibitors of CSN-mediated cullin deneddylation, primary screen, biochemical, fluorescence polarization, uHTS; inhibition, % at 12.5 µM; COP9 signalosome complex subunit 5 (Homo sapiens), Q92905; AID 651999, 2013; 0.38% of 360,000 active; Purified CSN, SCF-Nedd8-OG deneddylation;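 active = pattern-corrected inhibition above about 35%, with an unprinted fluorescence ratio check between 0.5 and 1.5, limit read from the data, passing the limit was not always enough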;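 also: 0% = enzyme with substrate and 100% = substrate without enzyme; some results filed as inactive read as strong as hits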
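Schedule: reaction 90 min, room temperature / Assay system: HEK293T-derived human Csn5 enzyme / Input: Csn5 at 0.24 nM final / Measure: inhibition of Csn5 cleavage, % / Control set: substrate-only high control, full reaction low control / Technique: fluorescence polarization of the substrate / Buffer or medium: Tris/NaCl/DTT buffer, pH 7.5 / Reagent: SCFSkp2-Nedd8OG substrate at 10 nM final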
Scp-1 inhibitor = Scp-1 phosphatase inhibitors, primary screen, biochemical, colorimetric, uHTS; Carboxy-terminal domain RNA polymerase II polypeptide A small phosphatase 1 (Homo …; Recombinant Scp1, phosphopeptide, malachite green phosphate absorbance; inhibition, % at 20 µM; 0.88% of 340,000 active;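 active = inhibition above about 50% at 20 µM, limit read from the data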;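 also: plate controls were DMSO wells with enzyme for no effect and wells lacking enzyme for full effect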
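Assay system: SCP-1 catalytic fragment, aa 76-261 | Buffer or medium: Tris acetate buffer pH 5.5 with MgCl2 and Tween-20 | Compound: One concentration, 20 µM, with 1.0% DMSO | Also added: Phospho 17-mer peptide substrate | Signal: Absorbance at 630 nm | Incubation: 45 min enzyme reaction at room temperature | Measure: % inhibition of SCP-1 phosphate liberation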
SUMO1-SIM PPI = modulators of SUMO1 protein-protein interactions, primary screen, biochemical, uHTS. 0.33% of 360,000 active. inhibition, % at 20 µM. SUMO1 binding to a labelled peptide, TR-FRET, 1 h; in the data active = inhibition above about 37%
DNMT1 inh = human DNMT1 methyltransferase inhibitors, primary screen, biochemical, molecular beacon, fluorescence, HinP1I cleavage, uHTS | DNA (cytosine-5)-methyltransferase 1 (Homo sapiens), P26358 | inhibition (reported as % activation of signal), % at 10 µM | 0.83% of 360,000 active | AID 588458, 2011; in the data active = inhibition above about 50%
MsrA inhibitor = bovine MsrA enzyme inhibitors, primary screen, biochemical, absorbance, HTS | Methionine sulfoxide reductase A (Bos taurus) | purified bovine MsrA, absorbance read-out | inhibition, % at 15.5 µM | 0.75% of 360,000 active; in the data active = inhibition above about 4.5%;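 also: 0% = vehicle wells with enzyme and 100% = reference inhibitor wells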
* hit, by the source's call; i = inactive; . = no result given; + = active, no number.

LMPTP block	STEP inh	Rpn11 block	Tb MetRS inh	NadD block	CSN deneddyl inh	Scp-1 inhibitor	SUMO1-SIM PPI	DNMT1 inh	MsrA inhibitor	compound
0.7	0.4	i	-0.2	-10.2	0.1	-10.4	5.1	0.7	0.6	CCOC(=O)c1c(CSCc2ccccc2)oc2ccc(O)c(CN(C)C)c12
-1.1	-2.1	i	-0.1	-0.4	-2.4	-11.7	3.5	0.7	0.0	O=C(c1cn(-c2ccc(Cl)c(Cl)c2)nn1)C1CC1
0.2	0.0	i	-0.4	-3.3	2.5	-9.2	-8.0	2.2	-0.5	O=C1c2ccccc2C(=O)N1CCOc1ccccc1Br
-1.2	0.7	i	0.0	-0.9	1.2	0.3	-3.4	-0.3	0.5	CCCn1c(N2CCN(C(=O)/C=C/C(=O)O)CC2)nc2ccccc21
0.8	1.5	i	-0.5	-6.2	2.0	-5.3	-0.3	-0.2	0.6	CCc1nnc(NC(=O)C2CCCN(S(=O)(=O)c3ccc(OC)cc3)C2)s1 (centres undefined)
-0.5	2.1	i	-2.4	-2.3	-3.8	-6.4	0.7	4.9	-0.9	COCc1nnc(N)s1
-1.2	-1.0	i	-1.1	-7.2	3.0	-3.7	-2.0	8.0	-0.6	COc1ccc(CCNC(=O)CSc2ccc(-c3ccccc3)nn2)cc1OC
-0.7	0.2	i	-0.2	-2.2	-1.0	5.4	-3.5	2.8	-0.6	CCN1C(=O)N[C@@H](c2cccc(C(F)(F)F)c2)[C@H](C(=O)OC)[C@H]1C
0.0	-1.3	i	-0.9	-5.1	9.3	-4.2	-1.3	1.9	0.9	N#Cc1ccccc1CN1C(=O)NC(Cc2c[nH]c3ccccc23)C1=O (centres undefined)
1.7	-0.8	i	0.2	-10.2	2.3	-17.8	-3.6	2.7	-0.1	O=C(Nc1ccc(Cl)c(C(F)(F)F)c1)c1ccco1
0.5	2.3	i	0.7	-0.7	0.8	-7.4	5.5	1.1	-0.5	CCc1ccc(C(C(=O)NCc2ccc(F)cc2)N(C(=O)c2csnn2)C2CC2)cc1 (centres undefined)
-0.2	0.5	i	-0.3	-2.7	3.5	-7.8	-4.8	-1.9	0.1	COc1ccc(S(=O)(=O)N2CCOC2CNC(=O)C(=O)NCc2ccccc2Cl)cc1 (centres undefined)
-1.8	-0.8	i	0.0	-1.1	5.3	.	-1.0	1.6	-0.7	Cc1ccc(S(=O)(=O)NN=C2CC(C)(C)OC2(C)C)cc1
2.1	-2.8	i	0.2	5.6	3.2	1.2	2.6	-42.2	0.3	Cc1ccnc(Nc2nc(-c3ccc(O)cc3O)cs2)c1
-15.2	-1.1	i	-0.9	-11.2	2.2	-7.1	0.5	0.1	1.7	O=C(NCc1ccccc1)C(c1ccc(O)cc1)N(C(=O)c1cnccn1)c1ccccc1 (centres undefined)
-1.2	0.2	i	-1.0	-9.5	-1.1	-10.0	-1.0	1.2	-0.4	COc1cc(CCC(=O)OCC(=O)N2CCc3ccccc32)cc(OC)c1OC
1.5	0.2	i	-0.3	-3.0	-1.0	-6.1	7.0	-1.5	1.8	O=C(Nc1cccc(O)c1)c1ccc(S(=O)(=O)N2CCCCCC2)cc1
-2.4	-5.9	i	0.3	-1.6	1.0	.	7.1	2.6	0.3	CC1(C(=O)NS(=O)(=O)c2cccc(Cl)c2)CCN1C(=O)CCc1ccc(Cl)cc1Cl (centres undefined)
-1.0	-0.7	i	-0.5	3.6	1.8	-8.0	-5.7	2.4	2.3	CCOc1ccc(C2C(C(=O)c3ccc(C)o3)=C(O)C(=O)N2CCN2CCOCC2)cc1OC (centres undefined)
-1.4	0.9	i	-0.6	-4.0	5.0	-1.1	1.2	2.2	-0.2	CCC(=O)NCC(c1cccs1)N1CCOCC1 (centres undefined)
-0.2	5.3	i	-1.2	7.1	-0.6	5.5	-1.5	3.1	0.4	COc1ccc(OC)c(S(=O)(=O)N2CCC(C(=O)NCCc3ccc(OC)c(OC)c3)CC2)c1
-1.0	-0.8	i	0.1	-12.5	4.8	1.4	1.0	-0.6	-0.1	O=C1CCCN2N=C(SCC(=O)Nc3cccc(Cl)c3)SC2=N1
-1.8	-0.1	i	-0.1	0.8	-3.0	2.6	-2.0	2.2	-0.4	O=C1NC(=O)C2(CCC(C3CCCCC3)CC2)N1 (centres undefined)
-9.6	-2.9	i	0.1	0.6	-3.1	-15.4	-47.8	-1.3	0.1	O=C(NCc1ccncc1)c1cccc(S(=O)(=O)NCc2ccccc2)c1
-1.5	2.8	i	-0.5	-0.6	2.0	-10.0	-2.3	-0.2	0.1	Cc1oc(C(C)(C)C)cc1C(=O)Nc1cccc(/C=C/C(=O)O)c1

Sorted by molecular weight (highest first): part of the list above.
LMPTP block	STEP inh	Rpn11 block	Tb MetRS inh	NadD block	CSN deneddyl inh	Scp-1 inhibitor	SUMO1-SIM PPI	DNMT1 inh	MsrA inhibitor	compound
-0.2	5.3	i	-1.2	7.1	-0.6	5.5	-1.5	3.1	0.4	COc1ccc(OC)c(S(=O)(=O)N2CCC(C(=O)NCCc3ccc(OC)c(OC)c3)CC2)c1
-2.4	-5.9	i	0.3	-1.6	1.0	.	7.1	2.6	0.3	CC1(C(=O)NS(=O)(=O)c2cccc(Cl)c2)CCN1C(=O)CCc1ccc(Cl)cc1Cl (centres undefined)
0.8	1.5	i	-0.5	-6.2	2.0	-5.3	-0.3	-0.2	0.6	CCc1nnc(NC(=O)C2CCCN(S(=O)(=O)c3ccc(OC)cc3)C2)s1 (centres undefined)
-0.7	0.2	i	-0.2	-2.2	-1.0	5.4	-3.5	2.8	-0.6	CCN1C(=O)N[C@@H](c2cccc(C(F)(F)F)c2)[C@H](C(=O)OC)[C@H]1C

The main list resumes with the two entries that preceded the break.
LMPTP block	STEP inh	Rpn11 block	Tb MetRS inh	NadD block	CSN deneddyl inh	Scp-1 inhibitor	SUMO1-SIM PPI	DNMT1 inh	MsrA inhibitor	compound
-9.6	-2.9	i	0.1	0.6	-3.1	-15.4	-47.8	-1.3	0.1	O=C(NCc1ccncc1)c1cccc(S(=O)(=O)NCc2ccccc2)c1
-1.5	2.8	i	-0.5	-0.6	2.0	-10.0	-2.3	-0.2	0.1	Cc1oc(C(C)(C)C)cc1C(=O)Nc1cccc(/C=C/C(=O)O)c1
0.2	-2.5	i	-0.4	-7.0	-5.6	0.0	0.9	0.6	0.9	Cc1c(C(=O)NCCSCc2ccccc2Cl)cccc1[N+](=O)[O-]
-0.8	1.5	i	0.7	-7.3	1.5	-2.2	3.7	-1.3	-0.1	O=C(NCCc1nc2ccccc2[nH]1)c1ccco1
0.0	-1.3	i	-0.4	2.8	-4.0	-2.3	2.2	2.1	-0.6	COc1ccc(NC(=O)CN(C)C(=O)C2=COCCO2)cc1
0.5	0.4	i	-0.1	1.1	3.7	-4.0	-3.5	-0.5	.	O=C(/C=C/c1ccc(Cl)cc1)NCCCn1ccnc1
-0.6	-0.9	i	-0.1	-0.9	-1.4	-5.6	1.9	8.7	-1.4	C[C@H](CO)N1C[C@H](C)[C@@H](CN(C)S(=O)(=O)c2cn(C)cn2)Oc2ccc(NC(=O)C3CC3)cc2C1=O
-2.5	-4.6	i	-0.2	-5.9	1.1	25.1	-1.8	3.1	1.1	COCCCNC(=O)C1CC(=O)N(CCc2ccc(OC)c(OC)c2)C1 (centres undefined)
-1.1	-2.0	+	3.0	-6.0	0.9	-9.5	-1.0	-5.2	-0.8	NS(=O)(=O)c1ccc(NC(=O)Nc2ccccc2)cc1
-1.7	-2.9	i	-0.2	1.5	1.7	-1.3	-2.8	-1.4	-0.8	O=C(NCC1CCCO1)C1CCCN(S(=O)(=O)c2cc(Cl)ccc2Cl)C1 (centres undefined)
-8.7	-1.8	i	-0.4	5.1	1.1	-7.6	-20.4	-2.7	0.2	CN(Cc1cccs1)C(=O)C1CC(=O)N(Cc2ccccc2)C1 (centres undefined)
7.8	3.2	i	0.4	28.3	16.6	3.4	8.0	3.4	.	O=C1CC(/C=C/c2ccco2)=Nc2ccccc2N1
-2.3	3.1	i	0.1	-4.6	-5.1	-7.4	-14.1	-3.1	0.1	N#C/C(=C/c1cn[nH]c1-c1cccc(Br)c1)C(=O)O
-0.3	-0.9	i	-0.5	-9.1	8.6	21.4	0.3	-1.0	0.4	COc1ccccc1N1CCN(S(=O)(=O)c2ccccc2)CC1
-1.2	-3.5	i	0.2	-2.6	-5.9	0.1	2.6	3.3	-1.1	O=C(CCNC(=O)Cn1ccc2ccccc2c1=O)NCCc1ccccc1Cl
-1.8	-1.0	i	-0.4	-5.4	-8.2	1.8	1.2	6.3	2.0	Cc1ccc2cc(CN(CCN(C)C)C(=S)Nc3ccccc3)c(=O)[nH]c2c1C
-0.8	0.1	i	-0.3	-2.6	-2.3	8.3	0.8	-4.7	0.3	CN(C)S(=O)(=O)c1ccc(C(=O)OCCn2cnc3c2c(=O)n(C)c(=O)n3C)cc1
-1.0	0.1	i	-0.5	-4.4	-2.1	3.6	1.6	1.6	0.7	O=C(COc1cccc(C(F)(F)F)c1)NNC(=O)Cn1c(=O)cnc2ccccc21
-0.2	-1.1	i	1.9	0.4	0.5	90.2*	3.5	-0.8	.	CCOC(=O)N1CCC(N2CC34C=CC(O3)C(C(=O)Nc3ccc(F)cc3)C4C2=O)CC1 (centres undefined)
-1.5	1.0	i	0.0	-1.1	4.5	-2.5	0.9	2.4	1.8	CC12CCC(C(=O)NCCCN3CCOCC3)(OC1=O)C2(C)C (centres undefined)
1.9	-1.8	i	0.6	4.5	0.0	0.6	-45.9	-2.8	-0.1	COc1ccc(/C=C2\SC(=S)N(CC(=O)N(C)C3CCS(=O)(=O)C3)C2=O)cc1 (centres undefined)
0.6	-0.4	i	0.5	-2.2	3.1	-15.0	-1.9	0.4	0.0	CC(C)(C)SCCNS(=O)(=O)c1ccc(Cl)cc1
